KCNK3 inh: human KCNK3 channel inhibition, primary screen; CHO-KCNK3 thallium flux, FluxOR fluorescence; stronger effect = lower value; AID 602410; B-score at 10 µM; 0.84% of 340,000 active; O14649;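 active = B-score under library mean minus 4 SD, starting fluorescence ratio at most library mean plus 5 SD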;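 also: more negative B-score means stronger inhibition of thallium flux through KCNK3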
Target sequence (O14649 whole entry, looked up): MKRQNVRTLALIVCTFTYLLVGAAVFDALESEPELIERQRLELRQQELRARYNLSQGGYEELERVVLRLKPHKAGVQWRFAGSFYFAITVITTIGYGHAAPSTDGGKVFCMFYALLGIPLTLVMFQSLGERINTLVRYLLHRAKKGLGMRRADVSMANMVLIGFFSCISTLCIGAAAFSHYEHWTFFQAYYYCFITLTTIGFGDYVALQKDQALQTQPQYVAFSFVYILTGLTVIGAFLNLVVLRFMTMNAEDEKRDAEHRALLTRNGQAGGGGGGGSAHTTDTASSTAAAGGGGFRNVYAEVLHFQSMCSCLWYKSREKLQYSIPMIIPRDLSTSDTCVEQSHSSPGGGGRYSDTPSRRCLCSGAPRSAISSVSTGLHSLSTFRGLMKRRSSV
HDAC3 inh: blocks human histone deacetylase 3 | O15379 | AID 2718 | 0.15% of 320,000 active | inhibition, % at 8.3 µM | recombinant HDAC3, fluorogenic peptide/trypsin coupled, fluorescence; in the data active = inhibition above about 26%, passing the limit was not always enough; inconclusive = no clear call, values can overlap the other calls
GSK3A inh: inhibitors of human GSK-3 alpha kinase; P49840; ADP-Glo luminescence, 60 min; inhibition, % at 10 µM; 0.1% of 320,000 active; AID 2650;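 in the data active = inhibition above about 50%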;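 also: GST-tagged GSK-3 alpha with peptide substrate and 25 µM ATP; 0% = DMSO neutral wells and 100% = GW8510 positive control wells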
Target sequence (P49840 whole entry, looked up): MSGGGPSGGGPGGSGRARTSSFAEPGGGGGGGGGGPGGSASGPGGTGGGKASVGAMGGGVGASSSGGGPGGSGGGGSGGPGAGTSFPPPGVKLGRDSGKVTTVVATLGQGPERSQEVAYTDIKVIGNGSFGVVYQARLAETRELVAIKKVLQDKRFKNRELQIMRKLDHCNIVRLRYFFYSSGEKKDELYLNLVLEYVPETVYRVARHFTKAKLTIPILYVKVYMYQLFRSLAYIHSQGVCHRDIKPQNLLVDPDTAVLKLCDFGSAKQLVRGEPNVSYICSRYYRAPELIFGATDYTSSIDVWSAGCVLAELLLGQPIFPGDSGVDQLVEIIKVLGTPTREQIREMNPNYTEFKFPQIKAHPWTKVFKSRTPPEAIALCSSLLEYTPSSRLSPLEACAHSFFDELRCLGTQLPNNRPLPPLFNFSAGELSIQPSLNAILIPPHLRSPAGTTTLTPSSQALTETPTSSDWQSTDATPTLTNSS
Starred values were filed as active, the others as inactive; i = inactive; ? = inconclusive. These rows are one share of the data, so the mix of outcomes need not match the whole.

GSK3A inh | KCNK3 inh | HDAC3 inh | canonical_smiles
-1 | i | 2 | Cc1ccc(S(=O)(=O)NCC(=O)NCC2COc3ccccc3O2)cc1C (configuration not stated)
1 | i | 4 | O=C(Cn1cc(C(F)(F)F)cc(Cl)c1=O)NC1CCS(=O)(=O)C1 (configuration not stated)
0 | i | 0 | Cc1cccc(C(=O)OCC(=O)Nc2c(C)n(C)n(-c3ccccc3)c2=O)c1O
1 | i | -10 | Cc1ccc(F)cc1NC(=O)CSc1n[nH]c(N)n1
-1 | i | 3 | O=C(COC(=O)CCC(=O)c1ccc(F)cc1)NCc1ccccc1Cl
-3 | i | 8 | O=C(NNC(=O)C1CCCC1)c1cc([N+](=O)[O-])cc([N+](=O)[O-])c1
5 | i | 6 | Cn1cnnc1SCC(=O)Nc1ncc([N+](=O)[O-])s1
1 | i | 2 | Cc1ccc(C(=O)OCC(=O)NC2CC2)s1

Other compounds:
GSK3A inh | KCNK3 inh | HDAC3 inh | canonical_smiles
-2 | i | 4 | O=C(COC(=O)/C=C/c1ccc(Cl)c(Cl)c1)NC1CCS(=O)(=O)C1 (configuration not stated)
-2 | i | -4 | CCCn1c(N)c(C(=O)CSc2nnc3n2CCCCC3)c(=O)n(C)c1=O
0 | i | 2 | O=C(NNC(=O)c1ccc(Br)s1)c1cccc(Cl)c1
-2 | i | 4 | Cc1cc(C(=O)OCC(=O)NCCc2ccc(S(N)(=O)=O)cc2)c2ccccc2n1
-4 | i | 2 | COc1cc(N)c(Cl)cc1C(=O)OCC(=O)N1CCCCCC1
3 | i | 4 | Cc1cc(C)c(S(=O)(=O)N2CCN(C(=O)c3cc4ccccc4oc3=O)CC2)c(C)c1
1 | i | -2 | COc1ccc(CN(C)C(=O)[C@H](Cc2ccccc2)NC(=O)c2ccco2)c(OC)c1
-3 | i | -4 | CC1(C)NC(=O)N(CC(=O)N2CCN(S(=O)(=O)c3ccccc3F)CC2)C1=O

Next section.
GSK3A inh | KCNK3 inh | HDAC3 inh | canonical_smiles
-3 | i | 8 | CC(C#N)(NC(=O)CN1CCN(S(=O)(=O)c2ccc(Br)cc2Cl)CC1)C1CC1 (configuration not stated)
-2 | i | ? | CC(NC(=O)COC(=O)/C=C/c1cccc(F)c1)c1ccccc1 (configuration not stated)
5 | i | 0 | C=CCN(Cc1cccc(OC)c1OC)C(=O)Oc1ccccc1
1 | i | 1 | NS(=O)(=O)c1cccc(NC(=O)CSc2nc3ccccc3c(=O)n2Cc2ccco2)c1
-3 | i | 0 | O=C(CSc1nc2c(cnn2-c2cccc(Cl)c2)c(=O)[nH]1)NCCC1=CCCCC1
-2 | i | -6 | CC(NC(=O)CN1C(=O)NC2(CCCCCC2)C1=O)c1ccccc1 (configuration not stated)
-6 | i | -5 | O=C(COC(=O)CNC(=O)c1ccccc1)NCc1ccc2c(c1)OCO2
-2 | i | 5 | C#CCOCCOCCOCCNc1nc(N2CCN(C(=O)[C@H](CCCN=C(N)N)n3cc(C(N)[C@@H](C)CC)nn3)CC2)nc(N2CCN(C(=O)[C@H](CCC(=O)O)n3cc([C@@H](N)[C@H](C)CC)nn3)CC2)n1 (some centres not stated)

Additional structures
GSK3A inh | KCNK3 inh | HDAC3 inh | canonical_smiles
-2 | i | -2 | CC1CCC2(CC1)NC(=O)N(CC(=O)N(Cc1ccccc1)C(C)(C)C)C2=O (configuration not stated)
0 | i | 21 | Cc1ccc(C)c(Sc2ccc(NC(=O)CCN3C(=O)NC4(CCCC4)C3=O)cc2)c1
-8 | i | 6 | Cc1cc(C)c(NC(=O)CSc2nc3ccccc3c(=O)n2CCCN2CCOCC2)c(C)c1
-2 | i | 0 | CNS(=O)(=O)c1cccc(C(=O)OCC(=O)Nc2ccc3ccccc3c2)c1
-5 | i | 2 | Cc1ccc(NC(=O)C2CC(=O)N(CCc3ccccc3)C2)cc1Cl (configuration not stated)
2 | i | 1 | Cc1ccc(S(=O)(=O)N2CCC[C@H]2C(=O)Nc2ccccc2C)cc1
1 | i | 1 | O=C(NCCOc1ccccc1)c1cc([N+](=O)[O-])ccc1N1CCOCC1
-5 | i | -1 | Cc1nc(SCC(=O)N2CCN(c3ccccn3)CC2)c(C#N)c(C)c1C

(list continues)
GSK3A inh | KCNK3 inh | HDAC3 inh | canonical_smiles
-2 | i | -6 | CCC(C)N(C(=O)CSc1nnnn1-c1ccccc1OC)C1CCS(=O)(=O)C1 (configuration not stated)
1 | i | -9 | COc1ccc(S(=O)(=O)N2CCN(CC(=O)N3CCc4ccccc4C3)CC2)cc1OC
-1 | i | 6 | O=C(COc1ccccc1Cc1ccccc1)Nc1cccc(S(=O)(=O)N2CCOCC2)c1
7 | i | 4 | O=C(CCCOc1ccccc1)NNC(=O)c1ccncc1
13 | i | -5 | COc1ccc(CCNC(=O)CN2C(=O)C(=O)N(C3CCCC3)C2=O)cc1OC
0 | i | 3 | CCc1ccccc1N1CC(C(=O)Nc2cc(S(=O)(=O)N3CCCC3)ccc2Cl)CC1=O (configuration not stated)
-4 | i | 9 | CN(CC(=O)Nc1ccccc1C(F)(F)F)C(=O)CSc1nc(N)cc(N)n1
-1 | i | 6 | Cc1ccc(CNC(=O)c2ccc(C)c(S(=O)(=O)N3CCCCC3)c2)cc1

Shown bar-delimited: part of the list above
compound | GSK3A inh | KCNK3 inh | HDAC3 inh
CC(C#N)(NC(=O)CN1CCN(S(=O)(=O)c2ccc(Br)cc2Cl)CC1)C1CC1 (configuration not stated) | -3 | i | 8
CC(NC(=O)COC(=O)/C=C/c1cccc(F)c1)c1ccccc1 (configuration not stated) | -2 | i | ?
C=CCN(Cc1cccc(OC)c1OC)C(=O)Oc1ccccc1 | 5 | i | 0
NS(=O)(=O)c1cccc(NC(=O)CSc2nc3ccccc3c(=O)n2Cc2ccco2)c1 | 1 | i | 1
O=C(CSc1nc2c(cnn2-c2cccc(Cl)c2)c(=O)[nH]1)NCCC1=CCCCC1 | -3 | i | 0
CC(NC(=O)CN1C(=O)NC2(CCCCCC2)C1=O)c1ccccc1 (configuration not stated) | -2 | i | -6
O=C(COC(=O)CNC(=O)c1ccccc1)NCc1ccc2c(c1)OCO2 | -6 | i | -5
C#CCOCCOCCOCCNc1nc(N2CCN(C(=O)[C@H](CCCN=C(N)N)n3cc(C(N)[C@@H](C)CC)nn3)CC2)nc(N2CCN(C(=O)[C@H](CCC(=O)O)n3cc([C@@H](N)[C@H](C)CC)nn3)CC2)n1 (some centres not stated) | -2 | i | 5
CC1CCC2(CC1)NC(=O)N(CC(=O)N(Cc1ccccc1)C(C)(C)C)C2=O (configuration not stated) | -2 | i | -2
Cc1ccc(C)c(Sc2ccc(NC(=O)CCN3C(=O)NC4(CCCC4)C3=O)cc2)c1 | 0 | i | 21
Cc1cc(C)c(NC(=O)CSc2nc3ccccc3c(=O)n2CCCN2CCOCC2)c(C)c1 | -8 | i | 6
CNS(=O)(=O)c1cccc(C(=O)OCC(=O)Nc2ccc3ccccc3c2)c1 | -2 | i | 0
Cc1ccc(NC(=O)C2CC(=O)N(CCc3ccccc3)C2)cc1Cl (configuration not stated) | -5 | i | 2
Cc1ccc(S(=O)(=O)N2CCC[C@H]2C(=O)Nc2ccccc2C)cc1 | 2 | i | 1
O=C(NCCOc1ccccc1)c1cc([N+](=O)[O-])ccc1N1CCOCC1 | 1 | i | 1
Cc1nc(SCC(=O)N2CCN(c3ccccn3)CC2)c(C#N)c(C)c1C | -5 | i | -1
CCC(C)N(C(=O)CSc1nnnn1-c1ccccc1OC)C1CCS(=O)(=O)C1 (configuration not stated) | -2 | i | -6
COc1ccc(S(=O)(=O)N2CCN(CC(=O)N3CCc4ccccc4C3)CC2)cc1OC | 1 | i | -9
O=C(COc1ccccc1Cc1ccccc1)Nc1cccc(S(=O)(=O)N2CCOCC2)c1 | -1 | i | 6
O=C(CCCOc1ccccc1)NNC(=O)c1ccncc1 | 7 | i | 4
COc1ccc(CCNC(=O)CN2C(=O)C(=O)N(C3CCCC3)C2=O)cc1OC | 13 | i | -5

The main list resumes with the two entries that preceded the break.
GSK3A inh | KCNK3 inh | HDAC3 inh | canonical_smiles
-4 | i | 9 | CN(CC(=O)Nc1ccccc1C(F)(F)F)C(=O)CSc1nc(N)cc(N)n1
-1 | i | 6 | Cc1ccc(CNC(=O)c2ccc(C)c(S(=O)(=O)N3CCCCC3)c2)cc1
1 | i | 11 | COc1ccc(N(C)S(=O)(=O)c2cccc(C(=O)Nc3nc(C)cs3)c2)cc1
1 | i | -5 | COc1ccc(CNC(=O)COC(=O)c2cccc(S(=O)(=O)N3CCOCC3)c2)cc1
1 | i | 1 | O=C(COC(=O)c1ccccc1O)Nc1cccc(S(=O)(=O)N2CCCC2)c1
-1 | i | 5 | Cc1cc(NS(=O)(=O)c2ccc(NC(=O)c3ccc([N+](=O)[O-])s3)cc2)nc(C)n1
0 | i | -7 | CCN(CC)CCNC(=O)c1ccc(NC(=O)C2CC(=O)N(CCc3ccc(OC)c(OC)c3)C2)cc1 (configuration not stated)
-2 | i | 2 | O=C(COC(=O)c1ccc(S(=O)(=O)N2CCCCC2)cc1)Nc1ccccc1
5 | i | -2 | COc1ccc(NS(=O)(=O)c2cc(NC(=O)C3=NN(c4ccccc4)C(=O)CC3)ccc2OC)cc1
-2 | i | 10 | Cc1ccc(CN2CC(=O)N3[C@H]4c5cc(Cl)ccc5OC[C@@H]4[C@H](c4ccccc4)[C@]3(C)C2=O)cc1

Going on with the list:
GSK3A inh | KCNK3 inh | HDAC3 inh | canonical_smiles
-1 | i | -8 | C#CCOCCOCCOCCNc1nc(N2CCN(C(=O)[C@H](CCCCN)n3cc([C@@H](N)[C@H](C)CC)nn3)CC2)nc(N2CCN(C(=O)[C@H](CCC(=O)O)n3cc([C@@H](N)CCSC)nn3)CC2)n1
1 | i | -4 | CCCCn1c(N)c(N(C)C(=O)c2cc3c(s2)CCCCC3)c(=O)[nH]c1=O
0 | i | -1 | COc1ccccc1CN(C)C(=O)CSc1nnc(C2CC2)n1C1CC1
-2 | i | -3 | Cc1csc(SC(C)C(=O)Nc2ccc(F)cc2Cl)n1 (configuration not stated)
0 | i | -1 | COc1ccc(CN(C)c2ccc(S(=O)(=O)N3CCN(C)CC3)cc2[N+](=O)[O-])cc1OC
12 | i | 1 | COCCn1c(C)cc(C(=O)COC(=O)CNC(=O)c2ccco2)c1C
0 | i | 0 | COc1ccc(OCCC(=O)OCC(=O)Nc2cccc(S(=O)(=O)N3CCCCC3)c2)cc1
-3 | i | -1 | CN(CC(=O)Nc1ccccc1C(=O)NC1CC1)Cc1ccc(Cl)cc1

Later entries:
GSK3A inh | KCNK3 inh | HDAC3 inh | canonical_smiles
-2 | i | 6 | Nc1nnc(SCC(=O)NCC(=O)Nc2ccc(F)c(F)c2F)s1
-3 | i | 3 | CN(CCOc1ccccc1)C(=O)CNC(=O)c1ccc(C(C)(C)C)cc1
8 | i | 9 | CN1CCN(C(=O)c2ccc(-c3ccc(Br)cc3)o2)CC1
-1 | i | 7 | Cc1sc2nc(CN3CCOCC3)nc(N3CCN(S(=O)(=O)c4ccccc4)CC3)c2c1C
-1 | i | 0 | Cc1ccsc1CN(C)C(=O)c1cc(S(=O)(=O)N2CCOCC2)ccc1N1CCCC1
8 | i | -1 | CCCCN1C(=N)N([C@@H](CCC)CN2CCC[C@H]2CN2C(N)=NC[C@@H]2Cc2ccccc2)C[C@H]1[C@H](C)CC
2 | i | -6 | O=C(CC1C[C@H](C(=O)N2CCOCC2)[C@@]2(CCC3CCCC3)c3[nH]c4ccccc4c3CCN2C1=O)NCc1ccco1 (some centres not stated)
0 | i | -1 | CN(CC(=O)Nc1ccc(F)c(F)c1F)C(=O)CCCc1nc2ccccc2c(=O)[nH]1

Continued.
GSK3A inh | KCNK3 inh | HDAC3 inh | canonical_smiles
-2 | i | 8 | Cc1cc(C(=O)O)cc(S(=O)(=O)Nc2c(C)nn(C)c2C)c1C
1 | i | 7 | CC(OC(=O)c1ccc(-n2cnnn2)cc1)C(=O)Nc1ccc(F)c(F)c1F (configuration not stated)
1 | i | -1 | CC(=O)Nc1ccc(NC(=O)C(NS(=O)(=O)c2ccc3c(c2)OCCO3)C(C)C)cc1 (configuration not stated)
-6 | i | -23 | CCOc1ccc2oc(C(=O)OCC(=O)N3CCCC(C)C3)c(C)c2c1 (configuration not stated)
1 | i | -1 | COc1ccc(C(=O)COC(=O)/C=C/c2ccco2)cc1F
-2 | i | -1 | O=C(NC1CCCC1)c1cccc(S(=O)(=O)N2CCOCC2)c1
9 | i | 0 | Cc1ccc(NC(=O)COC(=O)CN2C(=O)NC3(CCCC3)C2=O)cc1F
-3 | i | 3 | Cn1c(N)c(C(=O)COC(=O)CNC(=O)c2ccccc2F)c(=O)n(C)c1=O

Other compounds
GSK3A inh | KCNK3 inh | HDAC3 inh | canonical_smiles
-2 | i | -7 | O=C1CN(C(=O)COC(=O)CCc2ccccc2)c2ccccc2N1
1 | i | -5 | O=C(OCc1cc(=O)n2ccsc2n1)c1ccccc1NCCO
0 | i | 5 | Cc1ccc(Cl)c(NC(=O)CSc2n[nH]c(=O)n2C2CC2)c1Cl
4 | i | 2 | CN1CCN(NC(=O)c2c(-c3ccccc3)sc3ccccc23)CC1
-1 | i | -2 | COc1ccc(CN2CCN(C(=O)c3c(-c4ccccc4)noc3C)CC2)cc1F
0 | i | -6 | O=C(COC(=O)COc1ccc(Br)cc1)NC1CCCCCC1
-5 | i | 2 | O=C(Nc1cc(S(=O)(=O)N2CCOCC2)ccc1N1CCCCC1)c1ccccc1
1 | i | -14 | O=C(/C=C/c1ccccc1[N+](=O)[O-])OCC(=O)N1CCCC1
